USP1 inh = inhibitors of human USP1/UAF1 deubiquitinase. recombinant USP1/UAF1, Ub-Rhodamine cleavage fluorescence. Potency, µM (series often up to 57.1 µM), without a hit: at the top dose activity change, negative = inhibition, actives largely listed as inhibitors. actives 0.23% (n = 390,000). AID 743255; also: potency is read from the fitted curve at half-maximal effect; % is scaled to controls: 0 for no effect and ±100 for the full control effect; nearly all actives have a fitted effect of over 60% in size; inactives centre near -12
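1 nM enzyme complex + cpd, 15 min RT; start with Ub-Rho 150nM final; kinetic fluorescence ex 480/em 540, 6 reads q60 s. Buffer 50mM HEPES pH 7.8, 0.5mM EDTA, 0.1 mg/ml BSA, 1mM TCEP, 0.01% Tween-20.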
TrxR1 inh = rat TrxR1 inhibition; O89049; recombinant rTrxR1, NADPH fluorescence consumption, selenite substrate; Potency, µM (top dose mostly 114 µM), for inactives: at the highest dose activity change, negative = inhibition, hits mostly inhibitors; actives 1% (n = 390,000); also: potency is read from the fitted curve at half-maximal effect; % is scaled to controls: 0 for no effect and ±100 for the full control effect; nearly all actives have a fitted effect of over 65% in size
Target sequence (O89049 whole entry, looked up): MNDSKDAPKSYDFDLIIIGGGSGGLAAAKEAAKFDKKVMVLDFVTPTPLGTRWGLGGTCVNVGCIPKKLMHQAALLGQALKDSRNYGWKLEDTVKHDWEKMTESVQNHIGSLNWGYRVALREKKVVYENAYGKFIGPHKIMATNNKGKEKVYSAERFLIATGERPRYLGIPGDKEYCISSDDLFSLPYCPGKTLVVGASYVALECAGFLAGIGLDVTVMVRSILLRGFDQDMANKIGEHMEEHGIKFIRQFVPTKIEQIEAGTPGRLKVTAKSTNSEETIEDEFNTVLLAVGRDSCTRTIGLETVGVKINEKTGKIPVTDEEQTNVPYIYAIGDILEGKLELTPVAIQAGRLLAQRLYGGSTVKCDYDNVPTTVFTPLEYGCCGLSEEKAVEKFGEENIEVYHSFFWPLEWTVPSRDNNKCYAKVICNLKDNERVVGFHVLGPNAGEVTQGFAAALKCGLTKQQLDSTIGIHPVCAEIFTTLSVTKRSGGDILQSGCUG
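Rat TrxR1 (90 nM in the dispensed reagent) was pre-reduced with 400 uM NADPH for 5 min at room temperature, then incubated with compound for 15 min. After 400 uM selenite was added, NADPH fluorescence (Ex 340/Em 450 nm) was followed for 8 min.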
mIDH1 inhibitor = human IDH1 R132H inhibition; actives 0.093% (n = 390,000); Potency, µM (doses to about 76.6 µM), without a hit: top-dose activity change, negative = inhibition, most hits filed as inhibitors; O75874; IDH1-R132H enzyme, NADPH consumption, diaphorase/resazurin fluorescence; also: potency is read from the fitted curve at half-maximal effect; % is scaled to controls: 0 for no effect and ±100 for the full control effect; nearly all actives have a fitted effect of over 65% in size
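IDH1-R132H (0.5 ug/mL) preincubated 30 min with compound, then NADPH (0.016 mM) and alpha-KG (2 mM) added; 80 min at RT, pH 7.5. Remaining NADPH coupled via diaphorase/resazurin to fluorescence (540/590 nm); concentration-response curves normalized to no-enzyme control.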
Vif-A3G inh = Vif-A3G binding inhibition. AID 602310. Potency, µM (titrated, usually from 46.1 µM), inactives show at the top dose activity, negative = active, hits mostly inhibitors. actives 0.076% (n = 410,000). HeLa A3G-eYFP + Vif (tagged APOBEC3G with the HIV-1 protein that degrades it), YFP fluorescence, overnight;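 also: potency is read from the fitted curve at half-maximal effect; % is scaled to controls: 0 for no effect and ±100 for the full control effect; nearly all actives have a fitted effect of over 60% in size; hits raise eYFP signal because A3G escapes Vif-driven loss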
Target sequence (Q9HC16 whole entry, looked up): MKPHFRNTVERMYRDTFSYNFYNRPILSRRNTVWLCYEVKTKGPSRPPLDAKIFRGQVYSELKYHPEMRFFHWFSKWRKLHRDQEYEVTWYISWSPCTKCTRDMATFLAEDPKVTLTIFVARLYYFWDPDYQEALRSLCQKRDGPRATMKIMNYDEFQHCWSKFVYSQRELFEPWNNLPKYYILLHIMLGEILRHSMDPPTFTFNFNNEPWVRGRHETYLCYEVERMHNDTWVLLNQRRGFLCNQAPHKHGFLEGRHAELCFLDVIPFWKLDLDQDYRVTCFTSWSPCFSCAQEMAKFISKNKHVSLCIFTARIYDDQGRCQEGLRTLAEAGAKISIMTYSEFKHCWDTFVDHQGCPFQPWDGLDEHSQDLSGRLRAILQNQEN
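HeLa cells stably expressing Vif and C-terminally eYFP-tagged A3G, seeded overnight at 37 deg C, then exposed to compound by pintool overnight at 37 deg C. Rise in yellow fluorescence (Ex 488/Em 500-530, Acumen) marks blocked Vif-driven A3G degradation.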
Glioma ERSR ind = inducers of ER stress response in human glioma cells. AID 602332. actives 0.02% (n = 420,000). U87-MG GRP78 promoter luciferase reporter, 16 h. Potency, µM, for the others: at the top dose activation, actives largely listed as activators; also: potency is read from the fitted curve at half-maximal effect; series mostly up to about 76 µM; % of control where 0% means no effect; nearly all actives have a fitted effect of over 35% in size
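Stably transfected U87-MG human glioma cells carrying a GRP78-based luminescent sensor were seeded at 1000 cells/well, pin-dosed with compounds and incubated 16 h. Luciferase reagent was then added, and end-point luminescence was read after 10 min at room temperature.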
TrxR1 substrate = is turned over as a substrate by rat TrxR1; purified TrxR1 substrate turnover, NADPH consumption readout; O89049; Potency, µM (top dose mostly 114 µM), without a hit: at the top dose activity change, negative = substrate turnover; actives 0.01% (n = 390,000); also: potency is read from the fitted curve at half-maximal effect; % is scaled to controls: 0 for no effect and ±100 for the full control effect; nearly all actives have a fitted effect of over 50% in size
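Rat TrxR1, dispensed at 90 nM, was prereduced with 400 uM NADPH (final) for 5 min at ~22 deg C, then incubated with compound 15 min before 400 uM selenite. A first-read NADPH fluorescence drop versus no-compound background flagged substrates.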
LDHA inh = inhibitors of human lactate dehydrogenase A; P00338; purified LDHA, NADH/diaphorase-resazurin fluorescence; stronger effect = lower value; activity change, % (values are at about 110 or 230 µM); actives 0.15% (n = 480,000); AID 1347041; in the data active = activity change below about -30%; inconclusive = mostly about -25% to -30%;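 also: plate controls were DMSO wells for no effect and wells without enzyme for full effect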
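Enzyme activity of human lactate dehydrogenase 5 (2 nM; 0.06 mM NADH, 0.2 mM pyruvate, 5 min, RT) is measured via a resazurin/diaphorase fluorescence readout of residual NADH.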
RGS4 inhibitor = inhibitors of human regulator of G protein signaling 4; Potency, µM (titrated, usually from 114 µM), inactives show at the highest dose activity change, negative = inhibition, usual class: inhibitors; P49798; Transcreener GDP fluorescence polarization, RGS4-accelerated GTP hydrolysis; actives 0.039% (n = 390,000); AID 504845; also: potency is read from the fitted curve at half-maximal effect; % is scaled to controls: 0 for no effect and ±100 for the full control effect; nearly all actives have a fitted effect of over 75% in size; some results filed as inactive show a strong effect at the top dose
Target sequence (P49798 whole entry, looked up): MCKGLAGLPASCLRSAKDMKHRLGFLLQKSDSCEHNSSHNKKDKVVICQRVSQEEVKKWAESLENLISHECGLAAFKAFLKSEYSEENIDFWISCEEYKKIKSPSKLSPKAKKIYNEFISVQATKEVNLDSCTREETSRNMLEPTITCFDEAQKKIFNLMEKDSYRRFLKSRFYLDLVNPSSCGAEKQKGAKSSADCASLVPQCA
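MLSMR compounds (23 nl, pin-transferred) preincubated 10 min at room temperature with a 500nM (2x) first reagent, then RGS4 at 900nM (2x) plus Transcreener GDP mix added; fluorescence polarization (620/688 nm) read before and after 90 min at 30 °C.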
Vif-A3F inh = blocks the Vif interaction with APOBEC3F. HeLa A3F-eYFP + Vif (tagged APOBEC3F with the HIV-1 protein that degrades it), YFP fluorescence increase. Potency, µM (doses to about 46.1 µM), inactives show top-dose activity, negative = active. actives 0.2% (n = 390,000); also: potency is read from the fitted curve at half-maximal effect; % of control where 0% means no effect; nearly all actives have a fitted effect of over 65% in size
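HeLa cells stably expressing A3F-eYFP plus Vif, plated and incubated overnight at 37 deg C, then exposed to compounds overnight at 37 deg C. Blocked degradation read as raised yellow fluorescence (Ex 488/Em 500-530).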
* marks the source's active call; other numbers are inactive results; ? = inconclusive; . = no result given; & = joins results of further samples; [ ] = dose if it differs, or a comment. Unless noted, calls follow the shape of the dose curve; as a rule, active = well fitted curve in the direction sought with a large enough effect; inconclusive = small, poorly fitted or top-dose-only effect, or another doubt; inactive = no such curve, though single readings can be large; an effect the other way counts as inactive or inconclusive.

SMILES	USP1 inh	TrxR1 inh	mIDH1 inhibitor	Vif-A3G inh	Glioma ERSR ind	TrxR1 substrate	LDHA inh	RGS4 inhibitor	Vif-A3F inh
CC1CC(C)(C)CC2(C1)NC(=O)N(CC(=O)N1CCN(S(=O)(=O)c3cccc(F)c3)CC1)C2=O (stereo not drawn)	8%	-5%[2.29 µM]	7%	-5%	-2%	-5%[2.29 µM]	3	20%	-10%
O=C(NCc1ccccn1)c1cc(-c2ccncc2)nc2ccccc12	-11%	-11%	2%	2%	-3%	-5%	-3&12	2%	3%
CC(C)CNC(=S)NC1CC2CCCC(C1)N2C1CCCCC1 (stereo not drawn)	-20%	15%	4%	-1%	-5%	7%	0	-2%	-1%
CCc1cc(C(=O)NNC(=O)CCN2CCN(c3ccccc3)CC2)sc1C	-5%	-1%	-2%	-3%	3%	3%	-3	4%	1%
O=C1[C@@H]2CSCN2C(=O)CN1Cc1cccc(C(F)(F)F)c1	-19%	22%	0%	0%	-5%	5%	-9	11%	3%
Cc1nc2cc(NC(=O)NCCCO)ccc2o1	-17%	7%[57.1 µM]	5%	0%	11%	0%[57.1 µM]	-7	9%	1%
COC(=O)[C@]1(C)N[C@H](CN(C)S(=O)(=O)c2ccc(F)cc2)[C@@H]2C(=O)N(Cc3ccccc3)C(=O)[C@@H]21	-23%	21%	4%	0%	-4%	4%	0	1%	-2%
O=C(c1ccsc1)N1CCCC(Nc2ccc(F)c(F)c2)C1 (stereo not drawn)	-18%	20%	15%	-5%	-5%	7%	-2	-10%	-3%
Cc1ccc(C)c(NC(=O)C2CCCN(S(=O)(=O)c3cccnc3)C2)c1 (stereo not drawn)	-4%	10%	2%	5%	1%	-3%	-3	16%	?
CCOC(=O)Oc1ccc(C(=O)OCCCN(C)C)cc1OC	-11%	-5%	2%	0%	-1%	-7%	-3	-6%	2%
COc1ccc(-n2c3c(cc(C(=O)N4CCCCC4)c2=O)C(=O)CC(C)(C)C3)cc1	-11%	4%	-8%	-5%	-11%	-3%[57.1 µM]	-6	17%	1%
CCc1ccccc1OCC(=O)Nc1ccc(C)c(S(=O)(=O)N2CCCCCC2)c1	-11%	20%	-1%	6%	0%	-2%	-4	14%	-7%
O=[N+]([O-])c1ccc(Cl)c(S(=O)(=O)n2ccnc2)c1	-19%	21%	-3%	3%	0%	3%	-4	-6%[11.4 µM]	-7%
Cc1ccccc1Oc1ccc(Oc2ccccc2C)nn1	-8%	27%	0%	-2%	2%	9%	-16	15%	0%
CCc1ccc(C(=O)CC2(O)C(=O)N(CCc3ccccc3)c3ccc(Cl)cc32)cc1 (stereo not drawn)	-18%	0%	-4%	-4%	2%	-4%	6	-1%	0%
COc1ccccc1-c1noc(-c2ccc(N3CCOCC3)c([N+](=O)[O-])c2)n1	-10%	-6%	10%	0%	1%	-8%	-4	-14%	0%
COc1ccccc1C(=O)Nc1cccc(C(=O)c2ccccc2)c1	-2%	4%	0%	-3%	13%	-3%	-2	-14%	-6%
O=C(O)CNC(=S)N(Cc1ccco1)Cc1ccccc1Cl	-7%	-11%	-3%	1%	0%	-12%	-8	-8%	-7%
COc1ccc(NC(=O)O/N=C2/CCCc3ccc(OC)cc32)cc1	-18%	3%	12%	0%	0%	-6%	3	?	.
Cc1ccc(C(=O)CSC2=C(C#N)C(c3ccco3)C3=C(CCCC3=O)N2)cc1 (stereo not drawn)	-24%	?	2%	?	-6%	1%	17	?	-12%
Cc1ccc(-c2nnc(N3CCN(c4ccccn4)CC3)c3ccccc23)cc1	-23%	7%	-7%	-3%	-14%	-1%	-5	-22%	6%
Cc1cccc(/C(N)=N/OC(=O)CCCN2C(=O)c3ccccc3C2=O)c1	-5%	-3%	2%	-2%	-6%	-1%	-1	-31%	.
COc1ccc(OC)c(C(=O)CSc2nnc(Cc3cccs3)n2CCc2ccccc2)c1	-21%	9%[57.1 µM]	-3%	2%	-1%	1%[57.1 µM]	1	4%	-13%
COc1ccccc1/C=C/C=N/NC(=O)Cc1cccs1	-24%	7%[57.1 µM]	2%	-9%	6%	10%[57.1 µM]	-8	-9%	-17%
Cc1c(N)cccc1Cl	-24%	22%	0%	0%	-1%&-1%	9%	-9	6%	6%
Cc1ccc(CCNC(=O)c2ccc3c(=O)n(-c4ccc(C)cc4)c(=O)[nH]c3c2)cc1	-14%	27%	-14%	-3%	-2%	6%[2.29 µM]	-4	-4%	3%
CCCCNC(=O)c1ccc(SCC(=O)N(CC)CC)c([N+](=O)[O-])c1	2%	2%[57.1 µM]	-2%	1%	0%	7%[57.1 µM]	-4	9%	-7%
CN(C)C1=NC[C@H](Cc2ccccc2)N1CC1CCCCC1	-4%	-29%	-13%	4%	-1%	-12%	-2	-11%	0%
O=S(=O)(NCC(c1cccnc1)N1CCN(c2ccc(F)cc2)CC1)c1cccs1 (stereo not drawn)	-12%	39%	-3%	0%	1%	14%[57.1 µM]	2	-1%	3%
CCOC(=O)c1ccc(NC(=O)COc2ccccc2CNCCc2ccccc2)cc1	-16%	34%	6%	-13%	-9%	3%	0	15%	3%
COc1ccccc1CNC(=O)C(C)c1ccc([N+](=O)[O-])cc1 (stereo not drawn)	-18%	20%	2%	-9%	-2%	-2%	-4	9%	5%
C=CCOC(=O)C1=C(C)NC(=O)NC1c1ccc2c(c1)OCO2 (stereo not drawn)	10%	-6%	4%	-2%	-1%	-7%	-3	16%	-4%
O=C(NCC(=O)N1CCN(S(=O)(=O)c2ccccc2F)CC1)c1ccc2ccccc2c1	-20%	26%	6%	2%	-1%	21%[57.1 µM]	-1	-3%	2%
CCCCc1ccc(S(=O)(=O)NNC(=S)NCc2ccco2)cc1	-18%	-6%	1%	-5%	-2%	-1%	-6	-49%	-9%
COc1ccc(CC(=O)Nc2nc3c(s2)CC(C(C)(C)C)CC3)cc1 (stereo not drawn)	-10%	11%	1%	4%	1%	19%	4	-3%	-10%
CSC1=N/C(=C\c2ccc3c(c2)OCO3)C(=O)S1	-1%	14%[57.1 µM]	2%	0%	-2%	6%[57.1 µM]	-5	-1%	-9%
CCSc1nc(N)c2c(C)c(C)sc2n1	-18%	11%	-3%	1%	-1%	4%	-11	4%	-9%
COc1ccc(S(=O)(=O)N2CCC(C(=O)N[C@@H](C)C(=O)NCc3ccc(F)cc3)CC2)cc1	-8%	26%	-8%	-2%	-3%	4%	-2	16%	-6%
NC(=O)NC(=O)COC(=O)c1ccccc1Oc1ccccc1	-14%	1%	4%	-4%	-3%	-6%[57.1 µM]	-4	6%	2%
CCCNC(=O)NCCc1c(C)[nH]c2ccccc12	-26%	5%	-3%	4%	-2%	6%	1	21%	3%
CCOC(=O)N1CCN(Cc2nc3ccc([N+](=O)[O-])cc3c(=O)n2-c2cccc(OC)c2)CC1	-16%	?	-1%	9%	-1%	-4%	0	5%	-5%
COc1ccccc1-c1nc2ccccc2c(=O)n1NC(=O)c1cccs1	-19%	2%	3%	-2%	-5%	-3%	-5	-25%	-5%
C=CCn1cnc2c(NCc3ccccc3)ncnc21	-8%	4%[57.1 µM]	0%	0%	1%	7%[57.1 µM]	-9	34%	-4%
COc1ccc(Cl)cc1NC(=O)c1ccc(CN2C(=O)CCn3nc(C)cc32)cc1	7%	48%[activator]	6%	0%	1%	9%	-4	3%	-15%
COc1ccc(CN2CCC(n3nccc3NC(=O)C3CCCC3)CC2)c(OC)c1	2%	-21%	0%	-2%	-4%	-16%	-6	6%	-10%
COc1ccc(NC(=O)CC2C(=O)N(c3cccc(C)c3)C(=O)N2C2CCCCC2)cc1 (stereo not drawn)	?	4%&12%	0%&-7%	3%&1%	-2%&-2%	-7%&-3%	4&-5	16%&6%	0%&3%
COc1cc(S(=O)(=O)N(Cc2cccs2)CC2CCCO2)ccc1-n1cnnn1 (stereo not drawn)	-3%	7%	2%	-1%	-3%	-1%[57.1 µM]	-2	-6%	0%
COc1cc(CN2CCN(C(C)C)C(CCO)C2)ccc1OCc1ccccc1 (stereo not drawn)	-16%	32%	3%	2%	2%	3%	-1	1%	-7%

Fetched by compound from the list above:
SMILES	USP1 inh	TrxR1 inh	mIDH1 inhibitor	Vif-A3G inh	Glioma ERSR ind	TrxR1 substrate	LDHA inh	RGS4 inhibitor	Vif-A3F inh
COc1cc(S(=O)(=O)N(Cc2cccs2)CC2CCCO2)ccc1-n1cnnn1 (stereo not drawn)	-3%	7%	2%	-1%	-3%	-1%[57.1 µM]	-2	-6%	0%
COc1ccccc1-c1nc2ccccc2c(=O)n1NC(=O)c1cccs1	-19%	2%	3%	-2%	-5%	-3%	-5	-25%	-5%
COc1ccc(NC(=O)CC2C(=O)N(c3cccc(C)c3)C(=O)N2C2CCCCC2)cc1 (stereo not drawn)	?	4%&12%	0%&-7%	3%&1%	-2%&-2%	-7%&-3%	4&-5	16%&6%	0%&3%
COc1ccc(Cl)cc1NC(=O)c1ccc(CN2C(=O)CCn3nc(C)cc32)cc1	7%	48%[activator]	6%	0%	1%	9%	-4	3%	-15%

A portion of the library, so the mix of outcomes need not match the whole.
